SR-BI DiI inh: inhibitors of mouse SR-BI mediated HDL lipid uptake. ldlA[mSR-BI] CHO cells, DiI-HDL uptake fluorescence, 3 h. inhibition, % at 12.5 µM. hit rate 0.96% among 320,000. AID 488896;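 active = mean replicate inhibition of at least 70% and a set share of replicates each scoring 70 or more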;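 note: 0% = median of neutral control wells and 100% = median of positive control wells; values of inactives mirror those of a sister screen read the other way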
Target sequence (Q61009 whole entry, looked up): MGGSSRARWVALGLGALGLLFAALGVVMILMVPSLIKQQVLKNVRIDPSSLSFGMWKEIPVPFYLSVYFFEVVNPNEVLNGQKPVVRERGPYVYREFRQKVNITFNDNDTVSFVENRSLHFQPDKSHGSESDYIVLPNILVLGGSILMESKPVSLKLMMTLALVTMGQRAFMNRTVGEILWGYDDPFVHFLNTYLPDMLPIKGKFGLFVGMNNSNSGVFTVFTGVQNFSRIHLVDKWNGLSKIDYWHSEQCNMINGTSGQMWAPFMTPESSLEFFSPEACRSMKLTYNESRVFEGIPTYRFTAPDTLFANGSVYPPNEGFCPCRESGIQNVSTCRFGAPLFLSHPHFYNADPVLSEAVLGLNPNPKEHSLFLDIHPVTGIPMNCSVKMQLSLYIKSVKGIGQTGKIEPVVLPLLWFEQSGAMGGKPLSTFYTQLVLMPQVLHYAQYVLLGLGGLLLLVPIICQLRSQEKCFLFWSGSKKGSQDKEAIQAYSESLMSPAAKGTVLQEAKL
SR-BI DiI-HDL act: enhances SR-BI lipid uptake from DiI-HDL. CHO ldlA[mSR-BI] cells, DiI-HDL uptake fluorescence, 3 h; 100 = double the neutral-control signal. activation, % at 12.5 µM. hit rate 0.096% among 320,000. AID 504775;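 active = mean replicate activation of at least 60% and every replicate at or above 60%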;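 note: 0% = median plate neutral-control signal and 100% = twice that signal; values of inactives mirror those of a sister screen read the other way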
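Test system: SR-BI-overexpressing, LDLR-lacking CHO cells; Also added: labelled HDL, 10 µg/mL; Measured by: bottom-read cell fluorescence after medium removal, ex 550/em 595 nm; Timing: 3 h uptake period with compound, 37 °C; Buffer or medium: F12, 0.5% BSA, 25 mM HEPES; Doses: single compound concentration, delivered by pin transfer.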
PvdQ acylase: P. aeruginosa PvdQ acylase inhibition. purified PvdQ acylase, fluorescence plate reader. inhibition, % at 10 µM. hit rate 0.063% among 340,000; in the data active = inhibition above about 30%, passing the limit was not always enough;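 note: 0% = vehicle neutral wells and 100% = reference inhibitor wells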
HTR5A ag: counter-screen for OPRM1-OPRD1 agonists: human HTR5A agonism. activation, % at 9.3 µM. AID 504692. hit rate 0.61% among 340,000. HTR5A agonist assay, luminescence, cell-based; in the data active = activation mostly above about 9.5%, no sharp cut-off; inactive = mostly below about 7.6%;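 note: 0% = cells with vehicle only and 100% = reference agonist; strong numbers were not always called active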
cardiac RTF act: cardiac RTF calcium sensitization | P19429+P45379 | IANBD-labeled TnC RTF fluorescence at EC20 calcium; 0% EC20 calcium, 100% full calcium | activation, % at 7.2 µM | hit rate 0.24% among 340,000;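 active = activation above the mean over all tested compounds plus 3 SD, cut at about 30% in these data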;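 note: rise in fluorescence read as greater calcium sensitivity of cardiac thin filaments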
CDK5 inh: blocks human CDK5/p35 kinase activity; hit rate 0.01% among 330,000; Recombinant CDK5/p35, ADP-Glo luminescence, 60 min; Q00535+Q15078; inhibition, % at 10 µM; AID 488839;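 active = highest replicate inhibition of at least 50% and at least 75% of replicates reaching 50%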;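 note: plate controls were DMSO neutral control for no effect and GW8510 at 10 µM for full effect; many of its hits are not listed in these tables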
Rtt109 Vps75: C. albicans Rtt109 histone acetyltransferase inhibition | Q5AAJ8 | purified Rtt109/Vps75, ThioGlo CoA-SH fluorescence, 4 h | inhibition, % at 34.9 µM | hit rate 0.16% among 330,000 | AID 540336;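 active = inhibition of at least 50% in every replicate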
Wnt act: activators of Wnt/beta-catenin signaling. Wnt/beta-catenin reporter cell assay, activator, plate reader. activation, % at 9.35 µM. hit rate 1.2% among 300,000. AID 743398; in the data active = activation above about 30%, passing the limit was not always enough;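 note: 0% = neutral control wells and 100% = positive control wells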
MITF act: increases MITF-driven TRPM1 promoter luciferase signal; SK-MEL-5 TRPM1-promoter luciferase, 24 h; % of positive control, neutral wells = 0; activation, % at 12.5 µM; hit rate 0.75% among 300,000; AID 588334;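 active = mean activation of at least 80% with every replicate also reaching 80%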;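 note: 0% = neutral control wells and 100% = parthenolide positive control wells; values of inactives mirror those of a sister screen read the other way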
dFosB activator: activators of mouse delta FosB homodimer; P13346; purified delta FosB, TAMRA-CDK5 oligo fluorescence polarization; percent of positive-control signal above neutral wells; activation, % at 25 µM; hit rate 0.99% among 340,000; AID 493131;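 active = mean activation above about 17%, with every replicate also reaching it, limit read from the data, passing the limit was not always enough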;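 note: fluorescence polarization rise as delta FosB binds a TAMRA Cdk5 AP-1 oligo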
Target sequence (P13346 whole entry, looked up): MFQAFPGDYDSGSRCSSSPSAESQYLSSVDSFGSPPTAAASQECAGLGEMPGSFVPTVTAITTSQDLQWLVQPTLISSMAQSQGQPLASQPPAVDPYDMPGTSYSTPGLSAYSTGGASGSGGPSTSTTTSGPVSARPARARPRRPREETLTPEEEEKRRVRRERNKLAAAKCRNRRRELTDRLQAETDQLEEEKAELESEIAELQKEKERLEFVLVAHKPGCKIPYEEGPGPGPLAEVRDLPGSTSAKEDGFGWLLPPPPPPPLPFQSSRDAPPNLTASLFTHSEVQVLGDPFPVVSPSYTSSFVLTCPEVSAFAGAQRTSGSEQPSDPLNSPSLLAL
Starred values were filed as active, the others as inactive.

Screening COC(=O)c1cc(=O)n(Cc2ccc(OC)cc2)c(=NCc2ccc(OC)cc2)s1 returned SR-BI DiI inh 11, SR-BI DiI-HDL act -11, PvdQ acylase -19, HTR5A ag 3, cardiac RTF act 3, CDK5 inh 0.9, Wnt act -12, MITF act -9 and dFosB activator -4.
For Cc1cccc(N2C(=O)C3CCC(c4ccccc4)CC3C2=O)c1 (stereo not drawn) the results were SR-BI DiI inh 10, SR-BI DiI-HDL act -10, PvdQ acylase 3, HTR5A ag 4, cardiac RTF act 0, CDK5 inh -0.1, Rtt109 Vps75 0, Wnt act -3, MITF act -3 and dFosB activator -2.
Cc1ccc(C(=O)Nc2ccc3c4c(cccc24)CC3)cc1[N+](=O)[O-] was read as SR-BI DiI inh 19, SR-BI DiI-HDL act -19, PvdQ acylase -4, HTR5A ag 3, cardiac RTF act 7, CDK5 inh 0.1, Rtt109 Vps75 -5, Wnt act -3, MITF act 0 and dFosB activator 8.
`COc1cc(CC(=O)OCc2cccc([N+](=O)[O-])c2)cc(OC)c1OC` gave PvdQ acylase -9, HTR5A ag -7, cardiac RTF act 1, CDK5 inh -1.1, Rtt109 Vps75 -11, Wnt act -4, MITF act -8 and dFosB activator -5.
`Cc1ccc(NC(CC(=O)c2ccccc2)C(=O)O)cc1Cl` (stereo not drawn) gave SR-BI DiI inh -3, SR-BI DiI-HDL act 3, PvdQ acylase -6, HTR5A ag 1, cardiac RTF act -3, CDK5 inh -1.5, Rtt109 Vps75 3, Wnt act 53*, MITF act 73 and dFosB activator -7.
For CC1Cc2ccccc2N1C(=O)c1ccc(Br)o1 (stereo not drawn) the results were SR-BI DiI inh 1, SR-BI DiI-HDL act -1, PvdQ acylase -16, HTR5A ag -2, cardiac RTF act -1, CDK5 inh 0.0, Rtt109 Vps75 -3, Wnt act 20 and dFosB activator -1.
`CSc1nc2sc3c(c2c(=O)n1C1CCCCC1)CCN(C)C3` gave SR-BI DiI inh -10, SR-BI DiI-HDL act 10, PvdQ acylase -17, HTR5A ag 0, cardiac RTF act 10, CDK5 inh 0.8, Rtt109 Vps75 1, MITF act 9 and dFosB activator -16.
For Cc1ccc(-n2cnnn2)cc1Cl the results were SR-BI DiI inh -17, SR-BI DiI-HDL act 17, PvdQ acylase -11, HTR5A ag 4, cardiac RTF act -2, CDK5 inh 0.9, Rtt109 Vps75 -14, Wnt act -2, MITF act -8 and dFosB activator -3.
`Cc1cc(C)n(CC(=O)N/N=C/c2c[nH]c3ccccc23)n1` gave SR-BI DiI inh -13, SR-BI DiI-HDL act 13, PvdQ acylase -11, HTR5A ag 2, cardiac RTF act -1, CDK5 inh 0.6, Rtt109 Vps75 -4, Wnt act 6, MITF act 4 and dFosB activator 4.
`Cc1nn(-c2ccc(F)cc2)c(C)c1NS(=O)(=O)c1ccc(Cl)cc1` gave SR-BI DiI inh 10, SR-BI DiI-HDL act -10, PvdQ acylase -6, HTR5A ag -4, cardiac RTF act -5, CDK5 inh -1.6, Rtt109 Vps75 -10, Wnt act 0, MITF act 0 and dFosB activator -10.
For O=C1CCC([N+](=O)[O-])C(c2ccccc2F)N1 (stereo not drawn) the results were SR-BI DiI inh 13, SR-BI DiI-HDL act -13, PvdQ acylase -9, HTR5A ag -2, cardiac RTF act 4, CDK5 inh 1.2, Rtt109 Vps75 5, Wnt act -3 and dFosB activator 0.
`CCOc1ccc(/C=N/n2c(SC)nnc2-c2ccccc2)cc1OCC` gave SR-BI DiI inh -8, SR-BI DiI-HDL act 8, PvdQ acylase -4, HTR5A ag 5, cardiac RTF act -5, CDK5 inh 0.3, Rtt109 Vps75 20, Wnt act -2, MITF act 19 and dFosB activator -18.
O=C(Cc1ccccc1)NCC(=O)OCC(=O)c1ccccc1Cl was read as SR-BI DiI inh -14, SR-BI DiI-HDL act 24, PvdQ acylase -6, HTR5A ag -3, cardiac RTF act 3, CDK5 inh 0.7, Rtt109 Vps75 0, Wnt act -1, MITF act 4 and dFosB activator -4.
For OC(COc1ccc(Br)cc1)CN1CCC(Cc2ccccc2)CC1 (stereo not drawn) the results were SR-BI DiI inh 0, SR-BI DiI-HDL act 0, PvdQ acylase -12, HTR5A ag 1, cardiac RTF act -6, CDK5 inh 1.4, Rtt109 Vps75 5, Wnt act 4, MITF act 7 and dFosB activator -3.
`COc1ccc(/C=C(/NC(=O)c2ccccc2)C(=O)NCC2CCCO2)cc1` (stereo not drawn) gave SR-BI DiI inh -3, SR-BI DiI-HDL act 3, PvdQ acylase -11, HTR5A ag -6, cardiac RTF act -3, CDK5 inh 2.5, Rtt109 Vps75 5, Wnt act 1, MITF act -8 and dFosB activator -6.
`COCCCN(C(=O)CC1OC(=O)c2ccccc21)c1c(N)n(Cc2ccccc2)c(=O)[nH]c1=O` (stereo not drawn) gave SR-BI DiI inh -18, SR-BI DiI-HDL act 18, PvdQ acylase -16, HTR5A ag 1, cardiac RTF act 4, CDK5 inh -0.4, Rtt109 Vps75 -4, Wnt act 2, MITF act -8 and dFosB activator 2.
Screening O=C1C=C(c2ccc(Oc3ccccc3)cc2)C[C@@H](c2ccc(F)cc2)C1 returned SR-BI DiI inh 39, SR-BI DiI-HDL act -39, PvdQ acylase -1, HTR5A ag -1, cardiac RTF act -3, CDK5 inh -0.4, Rtt109 Vps75 4, Wnt act 3, MITF act 6 and dFosB activator -6.
For COC(=O)Cn1c(=NC(=O)CSCC(=O)NC2CCCCC2)sc2cc(OC)ccc21 the results were SR-BI DiI inh 61, SR-BI DiI-HDL act -61, PvdQ acylase 3, HTR5A ag 3, cardiac RTF act -5, CDK5 inh 0.1, Rtt109 Vps75 -2, MITF act -1 and dFosB activator 29*.
`O=C(NCCCN1CCCCC1)c1ccc2c(c1)NC(=O)c1ccccc1S2` gave SR-BI DiI inh -10, SR-BI DiI-HDL act 10, PvdQ acylase -8, HTR5A ag -3, cardiac RTF act -4, CDK5 inh 0.5, Rtt109 Vps75 10, Wnt act -1, MITF act 0 and dFosB activator -4.
`CN(C)C(/C=C/Nc1ccc(F)cc1F)=C(C#N)C#N` gave SR-BI DiI inh -27, SR-BI DiI-HDL act 27, PvdQ acylase 11, HTR5A ag -5, cardiac RTF act 4, CDK5 inh 0.2, Rtt109 Vps75 -8, MITF act 4 and dFosB activator 5.
For Cc1cc(Cl)ccc1OCc1nc(-c2ccc(O)cc2)n[nH]1 the results were SR-BI DiI inh 20, SR-BI DiI-HDL act -20, PvdQ acylase -1, HTR5A ag 5, cardiac RTF act 7, CDK5 inh 0.3, Rtt109 Vps75 18, Wnt act 0 and dFosB activator -3.
COc1ccc(NC(=O)Cn2c(=O)n(CC3CCCO3)c(=O)c3cc(OC)c(OC)cc32)cc1OC (stereo not drawn) was read as SR-BI DiI inh -12, SR-BI DiI-HDL act 12, PvdQ acylase 4, HTR5A ag 8, cardiac RTF act -2, CDK5 inh 0.3, Rtt109 Vps75 2, Wnt act -17, MITF act 8 and dFosB activator -5.
For CCN(C(=O)COC(=O)c1ccc(Cl)cc1N)C1CCCCC1 the results were SR-BI DiI inh 2, SR-BI DiI-HDL act -2, PvdQ acylase -20, HTR5A ag 0, cardiac RTF act 5, CDK5 inh -4.7, Rtt109 Vps75 1, Wnt act -1, MITF act -1 and dFosB activator -5.
Screening CCc1ccc(NC(=O)C2CCN(S(=O)(=O)c3cnc[nH]3)CC2)cc1 returned SR-BI DiI inh -20, SR-BI DiI-HDL act 20, PvdQ acylase -13, HTR5A ag -4, cardiac RTF act -3, CDK5 inh 0.0, Rtt109 Vps75 -8, Wnt act 1, MITF act 14 and dFosB activator 5.
Cc1ccsc1C1C(C#N)=C(N)OC2=C1C(=O)CCC2 (stereo not drawn) was read as SR-BI DiI inh -26, SR-BI DiI-HDL act 26, PvdQ acylase -17, HTR5A ag -4, cardiac RTF act 8, CDK5 inh -14, Rtt109 Vps75 8, Wnt act -3, MITF act -7 and dFosB activator 4.
`CCSc1ncc(/C=N/Nc2ccc([N+](=O)[O-])cc2)n1C` gave SR-BI DiI inh 66, SR-BI DiI-HDL act -66, PvdQ acylase -3, HTR5A ag 1, cardiac RTF act -1, CDK5 inh 1.1, Rtt109 Vps75 6, MITF act 72 and dFosB activator 2.
For CCOC(=O)CC(=O)CSc1nc2sc(C)cc2c(=O)n1Cc1ccco1 the results were SR-BI DiI inh -11, SR-BI DiI-HDL act 11, PvdQ acylase -10, HTR5A ag 5, cardiac RTF act -11, CDK5 inh -0.8, Rtt109 Vps75 3, MITF act -14 and dFosB activator -19.
`C[C@@H]1CN([C@H](C)CO)C(=O)Cc2cc(NS(=O)(=O)c3ccc(F)cc3)ccc2O[C@H]1CN(C)Cc1ccc(C(=O)O)cc1` gave SR-BI DiI inh -22, SR-BI DiI-HDL act 22, PvdQ acylase -13, HTR5A ag -1, cardiac RTF act 6, CDK5 inh 0.1, Rtt109 Vps75 2, Wnt act -1, MITF act 0 and dFosB activator 3.
For O=C(O)C1CCC(N2C(=O)c3cccc([N+](=O)[O-])c3C2=O)CC1 (stereo not drawn) the results were SR-BI DiI inh 1, SR-BI DiI-HDL act -1, PvdQ acylase -19, HTR5A ag 4, cardiac RTF act -2, CDK5 inh 0.0, Rtt109 Vps75 -12, Wnt act -5 and dFosB activator -1.
Screening Cc1cc(C)c(S(=O)(=O)N(C)CC(=O)NC2CCCC2)c(C)c1 returned SR-BI DiI inh -15, SR-BI DiI-HDL act 15, PvdQ acylase 7, HTR5A ag -3, cardiac RTF act -3, CDK5 inh 0.2, Rtt109 Vps75 -8, Wnt act 1, MITF act -16 and dFosB activator -2.
For Cc1cccc(CS(=O)(=O)Cc2ccc(C(=O)NCC3CCCO3)o2)c1 (stereo not drawn) the results were SR-BI DiI inh 0, SR-BI DiI-HDL act 0, PvdQ acylase 8, HTR5A ag 8, cardiac RTF act -2, CDK5 inh 1.5, Rtt109 Vps75 11, Wnt act 0, MITF act 4 and dFosB activator 1.
For CCOC(=O)C1=C(C)OC(N)=C(C#N)C1c1ccc(OC)c(CSc2ccccn2)c1 (stereo not drawn) the results were SR-BI DiI inh 8, SR-BI DiI-HDL act -8, PvdQ acylase -8, HTR5A ag 3, cardiac RTF act 2, CDK5 inh -1.6, Rtt109 Vps75 5, Wnt act 5, MITF act 5 and dFosB activator -9.
Cc1ccc(NCCC(=O)c2ccccc2)cc1Cl was read as SR-BI DiI inh 6, SR-BI DiI-HDL act -6, PvdQ acylase -8, HTR5A ag -1, cardiac RTF act 5, CDK5 inh 0.3, Rtt109 Vps75 2, Wnt act 1, MITF act 21 and dFosB activator -3.

Entries from the list above containing bromine, in the order listed:
For CC1Cc2ccccc2N1C(=O)c1ccc(Br)o1 (stereo not drawn) the results were SR-BI DiI inh 1, SR-BI DiI-HDL act -1, PvdQ acylase -16, HTR5A ag -2, cardiac RTF act -1, CDK5 inh 0.0, Rtt109 Vps75 -3, Wnt act 20 and dFosB activator -1.
For OC(COc1ccc(Br)cc1)CN1CCC(Cc2ccccc2)CC1 (stereo not drawn) the results were SR-BI DiI inh 0, SR-BI DiI-HDL act 0, PvdQ acylase -12, HTR5A ag 1, cardiac RTF act -6, CDK5 inh 1.4, Rtt109 Vps75 5, Wnt act 4, MITF act 7 and dFosB activator -3.
